High-throughput results: PubChem BioAssay, several laboratories
GPR55 antagonists: GPR55 antagonists blocking LPI-driven arrestin recruitment, primary screen, imaging, U2OS, beta-arrestin-GFP, LPI agonist (AID 2013) | G-protein coupled receptor 55 (Homo sapiens) | U2OS GPR55 beta-arrestin-GFP translocation imaging, LPI antagonism; higher % means a stronger effect | one-dose inhibition, % at 10 µM; IC50 in µM for titrated hits | actives 0.13% (n = 290,000);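 active means spots per cell inhibited over 60%, with over 100 cells counted and total cytoplasm intensity under 500,000; inconclusive means wells with under 100 cells, flagged as likely toxic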;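 further: U2OS cells stably carrying GPR55 and arrestin-GFP stimulated by 5 µM LPI near EC80; imaged beta-arrestin-GFP aggregate spots per cell after agonist stimulation; plate controls were LPI-stimulated DMSO wells for no effect and DMSO wells without LPI for full effect; some results filed as inactive read as strong as hits; confirmed hits need IC50 under 10 µM and bright autofluorescent wells are also inconclusive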
Large T inhibition: SV40 large T antigen inhibitors, biochemical (AID 1903). SV40 large T antigen ATPase/helicase inhibition assay; higher % means a stronger effect. inhibition, % at 20 µM, or IC50 in µM where a hit was titrated. actives 0.39% (n = 310,000); in the data active means a potency from the dose series; inconclusive means inhibition mostly from about 32% at the one dose, without a potency; inactive means the rest, 99 in 100 with inhibition below about 32%; further: strong numbers were not always called active
UTI89 phage lysis: inhibition of K1F phage lysis, E. coli UTI89, bacterial capsule biogenesis inhibitors, alamar blue (AID 488966); E. coli UTI89 K1F phage lysis, alamar blue, 2 h; higher % means a stronger effect; one-dose inhibition, % at 100 µM; IC50 in µM for titrated hits; actives 0.02% (n = 340,000);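 active means phage lysis inhibition, versus mean bacterial control, above a set limit; inconclusive means no clear call, values can overlap the other calls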;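 further: capsule biogenesis inhibitors block K1F phage lysis so surviving cells raise fluorescence; higher fluorescence means more inhibition of phage lysis; actives were called in the ten point dose series up to 300 µM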
RSV antiviral HEp-2: RSV antiviral activity via CPE protection, HEp-2 cells, primary 10 µM value included (AID 2391); HEp-2 cells, RSV-induced CPE inhibition; higher % means a stronger effect; CPE inhibition, % at 10 µM, or IC50 in µM where a hit was titrated; actives 0.13% (n = 310,000); in the data active means a potency from the dose series; inconclusive means CPE inhibition mostly from about 23% at the one dose, without a potency; inactive means the rest, 99 in 100 with CPE inhibition below about 21%; further: strong numbers were not always called active
Rac1 GTP hydrolysis: MgcRacGAP GTPase-activating activity inhibitors, confirmation, biochemical, ADP Hunter fluorescence; Rac GTPase-activating protein 1 (Homo sapiens); MgcRacGAP-stimulated Rac1 GTP hydrolysis, ADP Hunter fluorescence; higher % means a stronger effect; GST-tagged Rac1 F28L mutant substrate; inhibition, % at 30 µM, or IC50 in µM where a hit was titrated; actives 0.6% (n = 340,000);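 active means first-screen hits whose inhibition reached a set limit at any dose in the follow-up dose series; inconclusive means inhibition above the set first-screen limit but never retested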;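 further: fluorescence reports GDP produced by GAP-driven GTP hydrolysis; strong numbers were not always called active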
NS5 inhibitors: Dengue-2 NS5 methyltransferase inhibitors, primary screen, biochemical, confirmation dose response (AID 588689). Genome polyprotein (Dengue virus type 2 (strain 16681-PDK53)). Dengue-2 NS5 methyltransferase capping enzyme assay, biochemical; higher % means a stronger effect. inhibition, % at 25 µM; hits with a dose series show IC50 in µM. actives 0.3% (n = 340,000); in the data active means a potency from the dose series; inconclusive means inhibition above about 29% without an active follow-up result
Salmonella PhoP GFP: inhibitors of PhoP regulon expression, primary screen, Salmonella Typhimurium, GFP reporter (AID 1863); S. Typhimurium PhoP-regulated promoter GFP reporter, 4 h; higher % means a stronger effect; inhibition, % at 50 µM; hits with a dose series show IC50 in µM; actives 0.16% (n = 300,000);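 active means inhibition over 29.93%, a cutoff 3 SD above the screen mean, later confirmed by dose response; inconclusive means inhibition over 29.93% but no dose response follow-up; inactive means inhibition at most 29.93% or unconfirmed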;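 further: 0% = low Mg2+ inducing control and 100% = high Mg2+ repressing control; strong numbers were not always called active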
HIV fusion peptide: inhibitors of HIV fusion peptide binding, primary screen, biochemical, uHTS, fluorescence dequenching (AID 1986) | cell-free peptide binding, fluorescence dequenching, 30 min; higher % means a stronger effect | one-dose inhibition, % at 20 µM; IC50 in µM for titrated hits | actives 0.3% (n = 290,000); in the data active means inhibition mostly above about 52%, no sharp cut-off; inactive means mostly below about 76%; further: some results filed as inactive read as strong as hits
GPR35 antagonists: GPR35 antagonists blocking zaprinast-driven arrestin recruitment, primary screen, imaging, U2OS, beta-arrestin-GFP, zaprinast agonist (AID 2058); actives 0.052% (n = 290,000); inhibition, % at 10 µM, or IC50 in µM where a hit was titrated; U2OS GPR35 beta-arrestin-GFP translocation imaging, zaprinast antagonism; higher % means a stronger effect; G-protein coupled receptor 35 (Homo sapiens);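 active means inhibition of at least 50% with at least 30 cells and total cytoplasm GFP at most 10,000,000; inconclusive means under 30 cells or total GFP of 10,000,000 plus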
Numbers without * were called inactive; i = inactive; ? = inconclusive; / = not tested or not shown; [ ] = remark or other dose. Compounds were not picked by outcome; overall some 1.5% were active at least once.

SMILES	GPR55 antagonists	Large T inhibition	UTI89 phage lysis	RSV antiviral HEp-2	Rac1 GTP hydrolysis	NS5 inhibitors	Salmonella PhoP GFP	HIV fusion peptide	GPR35 antagonists
COc1ccc(C)cc1NC(=O)CNC(=O)Cn1ccc2ccccc2c1=O	-4%	12%	0.1%	4.2%	5%	2%	1%	-0.3%	-2%
CSc1ccccc1NC(=O)c1csc(C)c1	7%	8%	1.9%[50 µM]	1.1%	4%	-1%	-3%	-0.1%	-13%
O=C(O)c1cc(S(=O)(=O)Nc2ccc3cn[nH]c3c2)ccc1O	/	/	0.5%[50 µM]	2.2%	-3%	2%	/	/	/
CC(=O)Nc1ccc(CN2CCN(CC=C(C)C)C(CCO)C2)cc1 (configuration not stated)	10%	12%	0.0%	-0.1%	10%	-3%	-7%	-1.1%	-6%
COc1cc2sc(C)nc2c2ccccc12	0%	-5%	0.4%[50 µM]	6.2%	12%	-3%	-1%	-0.3%	-6%
COc1ccc(-c2nc(SCC(=O)N3CCOCC3)n[nH]2)cc1	-6%	-2%	0.7%	-0.4%	0%	-1%	-2%	4.2%	-4%
COc1ccc(C(=O)N2C(=S)NC(=O)/C2=C\c2ccc(C)cc2)cc1	-5%	8%	-2.3%	3.6%	12%	19%	-24%	43%	7%
COc1ccc(NS(=O)(=O)c2ccc3c(c2)N(C(C)=O)CCO3)cc1	-1%	13%	0.3%	3.7%	7%	0%	-1%	-0.7%	19%
Cc1cc2oc3ccc(NCCCN4CCOCC4)cc3c(=O)c2cc1C	/	10%	3.8%	-2.6%	-5%	7%	-6%	/	/
Cc1cccn2cc(-c3ccccc3)nc12	16%	11%	-0.2%	0.8%	11%	4%	20%	-1.0%	19%
COc1ccccc1C(c1nnnn1C(C)(C)C)N1CCCc2ccccc21 (configuration not stated)	0%	2%	2.0%	1.4%	-10%	-1%	0%	-2.1%	12%
Cc1nn(Cc2ccccc2)c(C)c1C(=O)OCC(=O)c1cc(C)n(C2CC2)c1C	-16%	-2%	6.3%	7.6%	0%	-12%	-5%	-2.4%	-24%
CN1CCN(NC(=O)c2ccc(Cl)cc2Cl)CC1	-1%	2%	1.5%[50 µM]	0.5%	-1%	-8%	-8%	0.7%	-7%
Cc1cccc(C)c1C(OCCN(C)C)C1CCCCC1 (configuration not stated)	20%	4%	7.6%	-0.7%	14%	1%	-7%	0.8%	-3%
CN(CC(=O)Nc1cccc(F)c1)C(=O)C1CC(=O)N(Cc2ccccc2)C1 (configuration not stated)	11%	25%	-0.8%[50 µM]	2.6%	10%	-5%	-4%	-0.8%	1%
COc1cccc(Cn2cnc3c(NS(=O)(=O)c4ccc(Cl)cc4Cl)c(C)c(C)cc32)c1	-17%	-1%	-0.1%	13%	-5%	-6%	0%	0.6%	-5%
CCN(CC)C(=O)COc1ccc(-c2nnc(N3CCCCC3)c3ccccc23)cc1	3%	12%	-0.5%	7.2%	4%	6%	1%	0.8%	-35%
CCOc1ccccc1NS(=O)(=O)c1c[nH]c(C(=O)OC)c1	-16%	/	0.3%	-0.3%	-2%	0%	/	0.6%	0%
COc1ccc(S(=O)(=O)/N=C2\C=C(NS(=O)(=O)c3ccccc3)C(=O)c3ccccc32)cc1	1%	12%	-0.9%	1.0%	10%	25%	1%	53%	-4%
COC(=O)c1ccc(NC(=O)c2cc3sccc3n2C)cc1	5%	11%	-0.3%	3.1%	6%	-3%	-3%	-1.4%	9%
O=C1CSC2(C(=O)N3CCCc4cccc2c43)N1c1cccc(C(F)(F)F)c1 (configuration not stated)	23%	5%	2.9%	4.2%	6%	-1%	14%	-4.0%	11%
Cc1cc(C)n(-c2ncc(C#N)cn2)n1	-7%	8%	-0.6%	0.4%	7%	1%	-1%	-0.2%	-2%
COC(=O)C1CCN(c2c([N+](=O)[O-])cc(C(F)(F)F)cc2[N+](=O)[O-])CC1	14%	6%	0.0%	2.4%	5%	-10%	-13%	-1.3%	1%
O=C(C[n+]1cccc(NC(=O)c2ccccc2)c1)c1ccc(NC(=O)c2ccccc2)cc1	27%	-4%	-0.6%	-1.1%	-32%	3%	6%	-3.9%	18%
O=C(c1cccnc1Cl)N(Cc1ccccc1)Cc1ccccc1	22%	5%	-0.6%	0.9%	3%	-13%	-3%	2.5%	-12%
C/C(=N/NC(=O)c1cnccn1)c1cccs1	8%	-1%	-5.0%	-0.3%	-7%	-9%	14%	2.4%	1%
COc1cc(OC)c(C=O)c(OC(=O)N2CCOCC2)c1	-19%	3%	0.2%	2.4%	10%	-5%	7%	0.3%	2%
CCOc1ccccc1CN1CCC(n2nccc2NC(=O)CCc2ccccc2)CC1	11%	10%	0.2%	1.3%	6%	-5%	-2%	1.2%	0%
O=C(NC(=S)Nc1ccc2oc(=O)ccc2c1)c1cccc(F)c1	2%	12%	0.1%	0.3%	7%	-7%	-1%	-1.1%	3%
O=C(NC1CCCCC1)C1CCCN1C(=O)NCc1ccccc1 (configuration not stated)	7%	17%	-0.3%	-0.7%	0%	-5%	4%	2.1%	-18%
CC1CCN(C(=O)Cn2cc(C(=O)c3ccco3)c3ccccc32)CC1	-3%	9%	5.1%	2.3%	-4%	1%	-3%	1.9%	18%
COc1ccccc1C(=O)N1CCN(c2cccc(Cl)c2)CC1	-28%	-4%	0.4%	0.5%	8%	-1%	3%	-0.8%	2%
Cc1cc(NC(=O)Nc2cccc(C)c2C)no1	3%	5%	1.4%	0.7%	-3%	/	4%	0.8%	14%
COc1ccc(C2=NCN(c3ccc(C)cc3)C(=S)N2)cc1	11%	7%	0.9%	2.4%	7%	5%	2%	-0.1%	4%
O=C(c1cc2c(s1)-c1ccccc1OC2)N1CCN(c2ccccn2)CC1	-6%	8%	7.3%	2.4%	3%	-2%	2%	5.0%	6%
CCOC(=O)CSc1[nH]c(=O)cc(C)c1C#N	7%	0%	0.4%	0.8%	5%	-2%	-11%	-1.8%	0%
CCOc1ccc(OCCC(=O)OCC(=O)Nc2ccc3c(c2)OCCO3)cc1	/	17%	1.2%[50 µM]	-2.2%	5%	-3%	-1%	/	/
O=S(=O)(c1cc(F)ccc1F)N1CCC2(CC1)OCCN2S(=O)(=O)c1ccccc1	/	14%	0.3%[50 µM]	2.3%	7%	-5%	-1%	/	/
CCc1ccc2nc3sc(C(=O)O)cc3cc2c1	18%	13%	-3.4%	0.6%	122µM*	-4%	-6%	3.4%	2%
Cc1cc(NC(=O)C23CC4CC(C2)CC(n2cnc([N+](=O)[O-])n2)(C4)C3)no1	1%	18%	0.3%	3.3%	8%	6%	-3%	-1.0%	17%
O=C(Nc1ccc(OCC(=O)N2CCOCC2)cc1)c1cncc(Br)c1	6%	8%	0.8%[50 µM]	3.8%	0%	1%	-1%	0.5%	-2%
O=C1CC(c2ccco2)CC(O)=C1C=NCCN1CCN(C(=O)Nc2ccc(Cl)cc2)CC1 (configuration not stated)	6%	6%	5.7%	1.6%	-3%	-1%	-12%	23%	0%
O=C(COc1ccc(S(=O)(=O)NC2CCCCC2)cc1)NCc1cccnc1	16%	9%	7.3%	3.1%	2%	-1%	-7%	-2.1%	-5%
CCCC(=O)Nc1ccc(C(=O)NNC(=S)NC(=O)c2cccs2)cc1	6%	18%	i	0.6%	3%	-3%	-9%	19%	4%
Cc1nnc(SCc2ccc(C(=O)Nc3cc(Cl)ccc3C)cc2)s1	9%	5%	3.8%	15%	8%	1%	-15%	-0.6%	1%
CC(=O)c1ccc(S(=O)(=O)N2CCCC(N(C)CCc3ccccn3)C2)cc1 (configuration not stated)	11%	8%	0.2%	0.6%	4%	-5%	-6%	0.1%	-22%
Cc1nn(-c2ccccc2)c(N)c1Sc1ccccc1[N+](=O)[O-]	13%	18%	1.3%	2.6%	1%	0%	-8%	0.3%	-4%
COCCn1c(Cc2cccn2C)nnc1SCC(=O)Nc1nccs1	-3%	8%	0.0%	0.2%	6%	-6%	10%	-0.9%	4%
CN(Cc1ccccc1)Cc1nc2c(c(=O)n(C)c(=O)n2C)n1CCCc1ccccc1	6%	4%	-0.2%	3.7%	4%	-3%	-7%	-1.9%	-14%
O=C(Nc1nc2cc3c(cc2s1)OCCO3)c1ccncc1	-3%	0%	3.9%	0.2%	3%	-7%	19%	-1.5%	3%
More results follow.
SMILES	GPR55 antagonists	Large T inhibition	UTI89 phage lysis	RSV antiviral HEp-2	Rac1 GTP hydrolysis	NS5 inhibitors	Salmonella PhoP GFP	HIV fusion peptide	GPR35 antagonists
COc1cccc(OC)c1C(=O)N1CCN(Cc2ccccc2C(F)(F)F)CC1	9%	14%	0.4%	1.8%	?	3%	7%	0.6%	-3%
COc1ccccc1OCc1ccc(C(=O)NC(C)(C)C)o1	-2%	14%	0.4%	-1.4%	8%	2%	-11%	0.7%	-3%
Cc1nnc(SCc2ccc(F)cc2)n1NC/C=C/c1ccccc1	0%	6%	-0.4%	-0.6%	11%	3%	0%	0.8%	3%
CCC(C)(C(=O)Nc1ccc(OC)cc1)N(C)C(=O)Cn1nnnc1N (configuration not stated)	2%	3%	0.8%	-0.4%	-1%	-14%	1%	-1.1%	-10%
O=C(Cc1ccc(Cl)cc1)Nc1ccc(C(=O)N2CCCCC2)cc1	-2%	4%	0.8%[50 µM]	5.0%	9%	-8%	3%	0.3%	-12%
CCCCn1c(N)c(N(CC(C)C)C(=O)c2cc3c(s2)CCC3)c(=O)[nH]c1=O	/	12%	0.6%[50 µM]	-1.8%	12%	4%	-5%	/	/
Cc1cc(C)cc(N(C(=O)CNC(=O)c2ccco2)C(C(=O)NC2CCCCC2)c2cccnc2)c1 (configuration not stated)	-3%	3%	0.0%	0.1%	6%	0%	11%	-0.1%	5%
CCN1CCN(CC(=O)Nc2nc3ccccc3s2)CC1	9%	1%	1.4%	0.3%	56µM*	-9%	-3%	1.5%	5%
CC(=O)Nc1ccc(C(=O)NCC(=O)OCc2ccccc2F)cc1	-13%	0%	0.2%	1.9%	-4%	-3%	1%	-0.1%	-1%
O=C(CCc1nnc2ccc(N3CCCC3)nn12)Nc1ccc(F)c(F)c1	4%	10%	0.2%	1.3%	8%	-4%	4%	1.2%	-5%
c1csc(CNCCN2CCOCC2)c1	-9%	-4%	0.0%	-0.9%	9%	-3%	2%	-3.1%	14%
